Screening results deposited in PubChem BioAssay by several laboratories.
hgDAF12 agonist: hgDAF-12 agonism, primary luciferase screen. HEK293 GAL4-hgDAF12 UAS-luciferase reporter, agonist luminescence; normalized to butyrate control. activation, % at 6.8 µM. hit rate 1.8% among 370,000. AID 687014;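 active means activation above a cutoff set at the mean of all screened compounds plus 3 SD, cut at about 10% in these data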;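 further: 0% = DMSO wells and 100% = sodium butyrate wells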
DAX1 inh-1: blocks DAX1 repression of SF-1 activated StAR promoter; HEK293T StAR-luciferase reporter, SF-1/DAX-1 repression relief; inhibition, % at 6.8 µM; hit rate 1.1% among 370,000; AID 652010;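 active means inhibition above the mean over all tested compounds plus 3 SD, cut at about 3.6% in these data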;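 further: 0% = DAX-1 cells with DMSO and 100% = cells lacking DAX-1 with DMSO; higher inhibition means more luminescence from relief of DAX-1 repression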
ssDAF-12 act: activators of S. stercoralis DAF-12 nuclear receptor; activation, % at 6.8 µM; hit rate 1% among 370,000; HEK293 ssDAF-12/GRIP1 lit1-tk-luc reporter, luminescence; % of 3 µM dafachronic acid response;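 active means activation above the mean over all tested compounds plus 3 SD, cut at about 0.9% in these data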;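 further: 0% = DMSO-only wells and 100% = 3 µM delta7-dafachronic acid wells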
Rev-erbA mod: modulates human Rev-erb alpha binding to DNA. P20393. Rev-erbα–FITC-DNA binding, fluorescence polarization, 90 min. activity, % at 10 µM. hit rate 0.79% among 370,000;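 active means activity above about 14%, limit read from the data; passing the limit was not always enough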;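 further: 0% = DMSO wells with 35 nM protein and 100% = DMSO wells with 750 nM protein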
SMARCA2 act: increases SMARCA2 function in MMTV reporter cells; MG213 cells, MMTV-luciferase reporter, dexamethasone, overnight; activation, % at 9.1 µM; hit rate 1% among 370,000; in the data active means activation above about 7.8%;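 further: 0% = vehicle wells and 100% = reference activator wells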
PLCg1 inh: PLC-gamma1 (human) inhibition, primary screen. P19174. purified PLC-gamma1, fluorogenic substrate, fluorescence. inhibition, % at 12.2 µM. hit rate 0.84% among 370,000. AID 720700; in the data active means inhibition above about 9.5%
MBD2 inh: MBD2-methylated oligo binding inhibition; Q9UBB5; TR-FRET, MBD2 binding to methylated oligonucleotide; inhibition, % at 4.4 µM; hit rate 0.31% among 370,000; AID 686964; in the data active means inhibition above about 13%
Target sequence (Q9UBB5 whole entry, looked up): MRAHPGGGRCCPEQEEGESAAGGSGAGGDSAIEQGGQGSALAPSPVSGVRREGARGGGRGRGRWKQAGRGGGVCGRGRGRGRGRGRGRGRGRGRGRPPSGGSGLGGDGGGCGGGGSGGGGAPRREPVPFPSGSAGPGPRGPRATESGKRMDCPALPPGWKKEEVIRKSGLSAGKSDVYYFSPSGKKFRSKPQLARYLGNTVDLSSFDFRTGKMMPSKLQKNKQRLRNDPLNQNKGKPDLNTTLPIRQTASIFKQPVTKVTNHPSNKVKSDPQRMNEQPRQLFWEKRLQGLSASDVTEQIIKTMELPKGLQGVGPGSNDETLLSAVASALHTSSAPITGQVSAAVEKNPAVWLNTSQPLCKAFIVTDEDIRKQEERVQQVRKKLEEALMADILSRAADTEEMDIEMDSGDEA
ADAM17 inh: ADAM17 inhibition, QFRET primary screen; recombinant ADAM17, EDANS/DABCYL FRET peptide cleavage; inhibition, % at 6.95 µM; hit rate 0.83% among 370,000;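 active means inhibition above the mean of compounds lying between control limits plus 3 SD, set per campaign, cut at about 8.5% in these data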;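 further: 0% = DMSO-only wells as the low control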
Target sequence (P78536 215-824 limits assumed): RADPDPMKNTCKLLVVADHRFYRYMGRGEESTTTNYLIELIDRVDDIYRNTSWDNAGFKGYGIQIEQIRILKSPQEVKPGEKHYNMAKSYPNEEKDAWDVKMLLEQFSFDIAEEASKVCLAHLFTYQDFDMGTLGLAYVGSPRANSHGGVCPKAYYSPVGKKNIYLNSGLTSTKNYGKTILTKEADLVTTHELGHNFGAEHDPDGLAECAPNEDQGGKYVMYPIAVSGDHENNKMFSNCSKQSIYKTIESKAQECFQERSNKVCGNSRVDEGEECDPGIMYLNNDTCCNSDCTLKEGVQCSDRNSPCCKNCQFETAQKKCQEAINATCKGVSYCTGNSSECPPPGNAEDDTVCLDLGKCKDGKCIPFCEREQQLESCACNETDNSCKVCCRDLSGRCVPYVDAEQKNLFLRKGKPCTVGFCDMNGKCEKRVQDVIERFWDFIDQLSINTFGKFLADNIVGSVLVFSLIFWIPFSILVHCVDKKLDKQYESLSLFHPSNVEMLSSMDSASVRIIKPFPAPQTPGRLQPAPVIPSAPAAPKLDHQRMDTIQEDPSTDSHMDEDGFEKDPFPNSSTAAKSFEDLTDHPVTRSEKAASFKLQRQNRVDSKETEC
hcDAF-12 act: activators of H. contortus DAF-12 nuclear receptor | hit rate 1.4% among 370,000 | activation, % at 6.8 µM | AID 652067 | HEK293 hcDAF-12 lit1-tk-luc reporter, luminescence; 0% DMSO, 100% Δ7-dafachronic acid;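 active means activation above the mean of all tested compounds plus 3 SD, cut at about 5.5% in these data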;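 further: 100% = response to 3 µM Δ7-dafachronic acid high control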
PLC-beta3 inh: blocks human PLC-beta3 enzyme activity; Q01970; Purified PLC-beta3, fluorogenic substrate, fluorescence; inhibition, % at 12.2 µM; hit rate 0.18% among 370,000; AID 720704; in the data active means inhibition above about 11%;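 further: 0% = median of compound wells on plate and 100% = full blocker control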
DAX1 inh-2: inhibitors of human orphan nuclear receptor DAX1 (NR0B1). HEK293 Gal4-DAX1 luciferase reporter, luminescence. inhibition, % at 6.75 µM. P51843. hit rate 0.99% among 340,000. AID 504766;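 active means inhibition above the mean over all tested compounds plus 3 SD, cut at about 4.2% in these data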;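 further: 0% = DAX1-transfected cells with DMSO and 100% = empty-vector control cells with DMSO; inhibition shows as a rise in luminescence from relieved DAX1 repression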
An asterisk follows results filed as active; i = inactive; x = no result given; & = joins results of further samples. Outcome played no part in choosing rows; overall some 7.4% were active at least once.

SMILES	hgDAF12 agonist	DAX1 inh-1	ssDAF-12 act	Rev-erbA mod	SMARCA2 act	PLCg1 inh	MBD2 inh	ADAM17 inh	hcDAF-12 act	PLC-beta3 inh	DAX1 inh-2
Cc1cccc(C)c1C(O)c1ncc(-c2ccccc2F)[nH]1 (centres undefined)	3.5	-0.6	-1.5	-11	-5	-3	-4	-1	-0.8	-1	x
CSc1ccccc1C(=O)OCC(=O)Nc1c(C)n(C)n(-c2ccccc2)c1=O	-3.2	0.1	-1.8	1	-3	3	4	1	-1.8	-2	0.1
CCOC(=O)c1nc(Nc2ccc(Nc3ccccc3)cc2)c2ccccc2n1	-5.0	-2.8	-2.0	2	0	1	0	7	-4.0	2	-3.7
COc1ccc(NC(=O)CSc2nc3ccccc3nc2N2CCOCC2)c(OC)c1	1.4	0.8	-1.2	0	3	-4	5	-3	-3.0	-3	0.1
CCC(CC)C(=O)Nc1ccc(Cl)c(Cl)c1	-0.1	0.0	-1.2	5	0	-1	1	-5	-1.8	-1	-0.8
CN(C)c1ccc(/C=C/C=N/Nc2nc(N3CCOCC3)nc(N3CCOCC3)n2)cc1	-1.6	-0.9	-0.9	-2	-4	-472	-5	-34	-1.9	i	1.5
CCOC(=O)C1=C(C)NC(SCC(=O)O)=C(C#N)C1c1ccco1 (centres undefined)	0.8	0.1	-1.1	0	-2	-5	0	0	-1.5	-7	0.8
COc1ccccc1NC(=O)COC(=O)c1ccc2c(c1)nc(C)n2-c1ccccc1	0.1	0.6	-1.1	-1	0	-33	5	-5	-0.6	-41	-1.4
c1ccc(C2c3[nH]c4ccccc4c3CCN2Cc2cccn2-c2cccnc2)nc1 (centres undefined)	-5.9	-0.8	-1.2	-6	-3	-25	-3	0	-1.3	-32	-1.8
CCOC(=O)C1CCN(S(=O)(=O)c2c(C)noc2C)CC1	0.0	-0.9	-0.9	2	-1	6	-2	-4	2.3	-1	0.0
O=C1CCCN1c1ccc(S(=O)(=O)NCc2ccco2)cc1	0.2	0.3	-1.1	-4	-1	1	1	-8	-2.4	-3	-0.1
CC1CN(C(=O)/C=C/c2ccc([N+](=O)[O-])s2)CC(C)O1 (centres undefined)	-2.5	-1.2	-1.2	4	2	-11	-2	0	0.1	-17	0.9
Cc1ccc(C(=O)N2CC(=O)NC(=O)C2)cc1	1.0	-0.1	-0.9	4	-1	-1	-3	-4	-0.3	-9	0.5
N#CCCN(Cc1cccnc1)C(=S)Nc1ccc(OC(F)F)cc1	5.9	0.0	-1.5	0	0	1	1	-1	1.2	5	0.4
CC1(C(=O)NS(=O)(=O)c2ccc(Cl)s2)CCN1C(=O)C1(c2ccccc2)CCCC1 (centres undefined)	0.8	-1.0	-0.6	-5	-2	4	3	1	0.5	3	x
O=C(Cn1c(C(F)(F)F)nc2ccccc21)N/N=C/c1ccco1	0.5	-0.1	-0.9	-6	0	1	-1	-3	-1.4	3	0.3
CCOC(=O)CCNC(=O)N1CCCC(CCC(=O)N(C)CCc2ccccn2)C1 (centres undefined)	1.7	-0.2	-0.8	0	-2	5	7	-4	0.7	0	1.0
COc1ccc(NC(=O)CSc2nncn2N)c(OC)c1	-0.3	-0.1	-0.5	-4	-2	-2	2	-2	-0.4	-2	-1.7
COc1cc(C)nc(N(Cc2ccccc2)S(=O)(=O)c2ccccc2)n1	0.0	-0.5	-1.5	4	0	-2	6	0	-1.2	-2	0.1
Cc1cc(NC(=O)C(C)SCC(=O)OCC(=O)N(Cc2ccccc2)C(C)(C)C)no1 (centres undefined)	-0.4	0.8	-1.1	0	4	-3	5	1	0.4	-3	0.1
O=C(O)CCn1[nH]c(=O)c2ccccc2c1=O	1.1	-0.4	-1.3	0	0	-75	-2	-3	1.2	-24	0.3
CC(=O)Nc1cccc(Cn2cccn2)c1	-0.2	0.2	-0.8	-4	1	-1	-5	-4	0.1	1	x
CS(=O)(=O)C1=NN2C(=N)/C(=C\c3ccc(OC(=O)c4ccco4)cc3)C(=O)N=C2S1	2.3	0.5	-0.8	-6	0	-6	2	-18	1.1	-16	0.6
CCOc1ccc(S(=O)(=O)NCC(c2ccc3c(c2)OCO3)N2CCN(C)CC2)cc1 (centres undefined)	2.6	0.9	-1.3	-4	0	0	1	0	-0.1	-1	0.7
O=C1CC(N(O)c2ccccc2)C(=O)N1Cc1ccccc1 (centres undefined)	-2.1	-1.1	-1.6	-4	2	0	1	-3	-1.1	2	0.4
OC(CNCC1CCCO1)Cn1c2ccccc2c2ccccc21 (centres undefined)	0.9	1.2	-1.0	-1	-1	4	4	-2	0.9	1	-0.2
Cc1cc(O)c(C(C)C)cc1NC(=O)Nc1ccc([N+](=O)[O-])cc1	-0.3	-0.7	-0.6	4	-3	4	-6	3	-0.5	4	-1.7
CCCn1c(SCc2ccc(Cl)cc2)nc2c1c(=O)[nH]c(=O)n2C	-2.2	-0.3	-1.1	-4	0	4	3	0	-3.1	5	0.4
O=C(Nc1ccc2ccccc2c1)NC1CCS(=O)(=O)C1 (centres undefined)	-1.4	0.0	-0.2	0	0	2	-2	0	3.2	0	1.6
COc1ccc(OC)c(C(O)c2nc3ccccc3n2C(C)C)c1 (centres undefined)	-0.9	0.2	-0.9	-1	-4	-4	1	-2	0.2	3	0.4
COc1ccc(NC(=O)C2CC(=O)N(c3ccccc3F)C2)cc1S(=O)(=O)N1CCCCC1 (centres undefined)	-0.9	-2.3	-1.1	7	-4	1	-2	-2	-1.2	2	1.3
COc1cccc(CN(C(=O)c2cccs2)C2CCS(=O)(=O)C2)c1 (centres undefined)	1.9	-0.1	-1.3	6	-2	1	-9	2	0.2	-1	0.1
O=C1CCC(=O)N1c1ccc(S(=O)(=O)Nc2cccc(Br)c2)cc1	-0.9	-0.5	-1.1	1	-3	-1	4	-3	-2.4	-3	1.6
O=C(/C=C/c1ccco1)NC1=NCCS1	7.1	2.2	-0.3	-2	4	-5	-1	-2	3.7	-6	0.6
CCOC(=O)Nc1cccc(Nc2ccccc2)c1	-0.3	-0.4	-0.5	0	-1	2	-2	-2	-0.7	2	0.9
COc1ccc(N(CC(=O)N2CCOCC2)S(=O)(=O)c2ccccc2)cc1Cl	-0.6	0.0	-0.2	-4	4	3	0	-6	-2.1	-3	0.3
COc1ccc([C@H]2CC(=O)C=C(c3cccc(Br)c3)C2)cc1OC	-5.1	-0.6	-1.6	0	2	3	1	3	-3.9	-34	0.7
O=C(Cn1c(NCCO)nc2ccccc21)c1ccc([N+](=O)[O-])cc1	-0.2	-0.5	-1.3	-1	-2	0	-4	2	1.2	-4	-1.1
CCOC1=C2CN(S(=O)(=O)c3ccc(C)cc3)[C@H](c3ccccc3)C[C@@H]2N(S(=O)(=O)c2ccc(Br)cc2)[C@H](c2ccccc2)C1	2.3	0.4	-1.0	4	-1	-1	-2	-3	0.5	-1	x
O=C(CCC(=O)N1CCN(C(=O)c2ccco2)CC1)c1ccc(F)cc1	-0.2	0.0	-1.5	-2	1	2	0	-1	-1.1	0	0.3
CCOC(=O)C1CCN(S(=O)(=O)c2ccc(NC(=O)OC)cc2)CC1	-3.7	-1.9	-1.4	2	-1	0	7	-6	-3.2	1	-1.4
C/C(=N\N=C1\NC(=O)CC(C(=O)O)S1)c1ccc(F)cc1 (centres undefined)	0.5	-0.4	-0.8	6	-1	-4	0	0	-0.1	-3	-0.4
CC(=O)Nc1c(I)c(NC(C)=O)c(I)c(C(=O)O)c1I	-0.3&-1.9	0.9&-0.8	-1.2&-1.4	0&1&1	-1&-5	3&2	3&4	-9&-7	-1.4&-0.7	-4&-1	-0.1&0.1
CC(C)C(NC(=O)c1ccc(Cl)cc1)C(=O)NCC1CCCO1 (centres undefined)	-0.9	-0.3	-0.9	-4	-3	1	-4	-4	-0.4	2	0.4
Cc1sc2c(c1C)C(=O)/C(=C\Nc1ccncc1)S(=O)(=O)N2C	1.3	0.0	-1.5	5	-1	-4	-7	-4	-0.2	-11	1.9

Part of the list above, with two lines to a compound:
The line under a structure holds: hgDAF12 agonist	DAX1 inh-1	ssDAF-12 act	Rev-erbA mod	SMARCA2 act	PLCg1 inh	MBD2 inh	ADAM17 inh	hcDAF-12 act	PLC-beta3 inh	DAX1 inh-2
COc1ccc(N(CC(=O)N2CCOCC2)S(=O)(=O)c2ccccc2)cc1Cl
→ -0.6	0.0	-0.2	-4	4	3	0	-6	-2.1	-3	0.3
COc1ccc([C@H]2CC(=O)C=C(c3cccc(Br)c3)C2)cc1OC
→ -5.1	-0.6	-1.6	0	2	3	1	3	-3.9	-34	0.7

(listing goes on)
SMILES	hgDAF12 agonist	DAX1 inh-1	ssDAF-12 act	Rev-erbA mod	SMARCA2 act	PLCg1 inh	MBD2 inh	ADAM17 inh	hcDAF-12 act	PLC-beta3 inh	DAX1 inh-2
CCOC(=S)SCC(=O)Nc1nc(-c2ccc(Br)cc2)cs1	0.6	-0.3	-0.6	3	0	-2	6	-1	2.0	-4	-0.6
CC(CN1CCN(C)CC1)OC(=O)c1ccccc1Cl (centres undefined)	-1.2	0.3	-0.6	-1	-2	-2	-3	0	-1.3	0	-0.4
CS(=O)(=O)N1CCN(C2CCN(Cc3ccccc3)CC2)CC1	-1.1	-0.2	-0.6	-3	-2	2	1	-3	0.3	0	-0.3
CCCCN(C(=O)c1cc(Cl)nc2ccccc12)c1c(N)n(Cc2ccccc2)c(=O)[nH]c1=O	-1.7	0.2	-0.5	-1	3	-1	-1	-5	-2.3	-7	2.2
C=C(C)CSc1nnc([C@@H]2CCCN2)o1	-3.2	0.7	-1.8	-1	-4	1	0	-4	-1.0	-9	3.0
COc1ccc(CCNC(=O)Cn2c(=O)n(-c3ccc(C)c(F)c3)c(=O)c3sccc32)cc1OC	-0.8	-0.3	-1.9	-4	1	0	-4	-1	-2.0	-1	-0.8
C=CCC[C@@H](Cc1ccc(F)cc1)C(=O)OCCNC(=O)[C@@H](CC=C)CC(=O)N[C@@H](CO)Cc1ccccc1	-0.2	-0.7	-1.2	-4	-4	2	-6	-4	0.0	2	-0.8
CC(C)=CCN1CCN(Cc2cccc3c2OCO3)CC1CCO (centres undefined)	-0.1	-1.0	-1.6	1	-3	0	3	0	-1.8	1	0.7
Cc1cc2nn(-c3ccc(F)cc3)nc2cc1N	18*	4.0*	1.4*	1	0	i	0	-185	14*	i	3.4
O=c1[nH]c2cc(Br)c(Br)nc2[nH]1	-1.4	0.5	-0.9	-2	2	-2	1	0	-0.8	-1	x
CCOC(=O)Cc1nnc(NC(=O)C(CC)Sc2nncn2C)s1 (centres undefined)	-0.6	0.2	-1.4	0	-2	-5	2	-7	-1.3	-3	0.1
CCOc1ccc(S(=O)(=O)Nc2ccc(C(=O)NCC(c3ccccc3)N(C)C)cc2)cc1 (centres undefined)	-1.2	-0.9	-0.9	4	0	-1	-5	0	-0.8	-7	0.2
COc1ccc(/C=N/NC(=O)Nc2cccc3nsnc23)cc1	1.3	0.3	-0.8	13	-1	-16	2	-3	-0.7	-14	2.3
Nc1ncnc2c1nc(-c1ccccc1)n2C1OC(CO)C(O)C1O (centres undefined)	0.1	-1.0	0.0	-11	1	-3	1	1	-0.7	-1	x
CCCCNc1c([N+](=O)[O-])cc(C(=O)O)cc1[N+](=O)[O-]	-1.3	0.0	-1.4	2	-2	1	3	-2	-1.1	-5	-0.2
Nc1cc(=O)[nH]c(=O)n1CCCc1ccccc1	1.7	-0.6	-1.2	-2	-2	1	4	-3	-1.2	-5	-0.5
